Screening data from PubChem BioAssay.
MEKK3 PB1 HTS – MEKK3-MEK5 PB1 interaction, increase or decrease; Q99759; bead-based flow cytometry, Alexa488-MEK5 binding to MEKK3; actives lie on both sides; 0 = blocked by unlabeled MEK5, 100 = vehicle; binding response (% of control), % at 10 µM; actives 1.4% (n = 290,000);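 active = binding response more than 3 SD above or below the average of its plate-row segment, actives on both sides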;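 note: Alexa488 bead fluorescence after subtracting the streptavidin-only scavenger bead signal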
M18AAP inhibitor – PfM18AAP enzyme inhibition. inhibition, % at 7.35 µM. recombinant PfM18AAP, H-Glu-NHMec fluorogenic cleavage. actives 1.2% (n = 290,000);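 active = inhibition above the campaign mean inhibition over all tested compounds plus 3 SD, cut at about 28% in these data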;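 note: 0% = plate median of test compound wells and 100% = 2 mM ZnCl2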
DNA FID counter – displaces DNA intercalator in HCV helicase counter-screen; DNA fluorescent intercalator displacement, fluorescence; inhibition, % at 7.9 µM; actives 0.17% (n = 290,000); in the data active = inhibition above about 37%;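 note: 0% = vehicle and 100% = reference compound; higher means more ethidium bromide displaced from hairpin DNA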
GPR7 antagonist – antagonists of human GPR7 (neuropeptides B/W receptor 1); P48145; GPR7-expressing cells, fluorescence antagonist assay; inhibition, % at 4.4 µM; actives 1.1% (n = 290,000); in the data active = inhibition above about 16%, passing the limit was not always enough;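 note: cells stimulated with the agonist NPW; 0% = agonist with vehicle and 100% = vehicle without agonist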
Target sequence (P48145 whole entry, looked up): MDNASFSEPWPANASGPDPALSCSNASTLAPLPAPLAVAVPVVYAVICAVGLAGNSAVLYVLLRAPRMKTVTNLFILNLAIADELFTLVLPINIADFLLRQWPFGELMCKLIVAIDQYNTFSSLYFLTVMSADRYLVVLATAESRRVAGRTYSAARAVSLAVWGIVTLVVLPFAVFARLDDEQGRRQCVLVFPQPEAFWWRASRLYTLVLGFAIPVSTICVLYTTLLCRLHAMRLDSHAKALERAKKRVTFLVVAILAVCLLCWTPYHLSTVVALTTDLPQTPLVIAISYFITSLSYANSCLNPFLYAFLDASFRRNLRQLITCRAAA
MEKK2 WT-MEK5 – raises or lowers MEK5 binding to wildtype human MEKK2 PB1 domain | Q9Y2U5 | bead flow cytometry, Alexa488-MEK5 binding to MEKK2 WT; actives lie on both sides | binding response (% of control), % at 10 µM | actives 1.1% (n = 290,000); in the data active = binding response below about 67% or above about 130%
NALP1 inh – NALP1 inhibition | inhibition, % at 10 µM | S. cerevisiae NALP1/ASC/caspase-1 growth, X-gal OD620, 72 h | actives 0.61% (n = 280,000); in the data active = inhibition mostly above about 24%, no sharp cut-off; inactive = mostly below about 32%; note: some compounds called inactive have numbers as strong as hits
PHOSPHO1 inh – inhibitors of human PHOSPHO1 phosphatase. Q8TCT1. recombinant PHOSPHO1, absorbance phosphatase assay. inhibition, % at 13.3 µM. actives 1.1% (n = 290,000). AID 1565; in the data active = inhibition above about 60%
Target sequence (Q8TCT1 whole entry, looked up): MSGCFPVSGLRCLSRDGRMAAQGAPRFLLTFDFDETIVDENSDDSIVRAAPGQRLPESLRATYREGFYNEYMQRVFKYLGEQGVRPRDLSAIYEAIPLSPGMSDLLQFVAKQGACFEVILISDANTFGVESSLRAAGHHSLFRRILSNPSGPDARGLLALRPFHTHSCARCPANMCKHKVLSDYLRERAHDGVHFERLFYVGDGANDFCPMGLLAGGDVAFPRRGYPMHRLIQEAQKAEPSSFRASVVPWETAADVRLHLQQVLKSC
OXTR ag – activates the human oxytocin receptor | activation, % at 3 µM | P30559 | CHO-OTR cells, Fluo-8 calcium fluorescence; normalized: DMSO 0%, oxytocin 100% | actives 0.32% (n = 320,000);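 active = activation above the mean of all tested compounds plus 3 SD, cutoff set per screening run, cut at about 20% in these data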;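 note: peak over basal fluorescence ratio from a 100 s FLIPR kinetic read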
Target sequence (P30559 whole entry, looked up): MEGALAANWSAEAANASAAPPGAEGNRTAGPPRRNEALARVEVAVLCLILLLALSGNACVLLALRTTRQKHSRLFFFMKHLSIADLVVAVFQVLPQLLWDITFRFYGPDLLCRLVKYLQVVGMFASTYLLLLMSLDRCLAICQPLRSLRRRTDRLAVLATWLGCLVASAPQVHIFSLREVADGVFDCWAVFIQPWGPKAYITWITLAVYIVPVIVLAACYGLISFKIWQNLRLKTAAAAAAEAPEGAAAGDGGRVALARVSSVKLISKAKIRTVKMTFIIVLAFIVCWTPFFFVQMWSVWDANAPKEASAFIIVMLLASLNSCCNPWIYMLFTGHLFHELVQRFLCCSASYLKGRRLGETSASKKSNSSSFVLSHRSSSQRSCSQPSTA
MEKK2 mut-MEK5 – signal of MEK5 binding to mutant human MEKK2 PB1 domain; bead flow cytometry, Alexa488-MEK5 binding to MEKK2 mutant; percent response, % at 10 µM; actives 0.35% (n = 290,000); in the data active = percent response above about 24%, passing the limit was not always enough; note: inactives centre near 1; some results filed as inactive read as strong as hits; reference of the scale not given here
* marks the source's active call; other numbers are inactive results; / = not tested or not shown.

Compound | MEKK3 PB1 HTS | M18AAP inhibitor | DNA FID counter | GPR7 antagonist | MEKK2 WT-MEK5 | NALP1 inh | PHOSPHO1 inh | OXTR ag | MEKK2 mut-MEK5
Cc1ccc(-c2noc(CCC(=O)NCCN3CCOCC3)n2)cc1 | 99 | 1 | -3 | -13 | 94 | 8 | 25 | 1.2 | 1
CCn1nc(C(=O)OCC(=O)c2cc(C)n(Cc3cccs3)c2C)c2ccccc2c1=O | 98 | -15 | -6 | -15 | 94 | 20 | -1 | -0.6 | -6
COc1ccc(S(=O)(=O)CCC(=O)Nc2cccc(OC)c2)cc1 | 94 | 0 | 7 | -1 | 92 | 5 | -17 | -0.3 | -6
Cc1nn2c3c(cnc2c1-c1ccccc1)C(=O)CC(c1ccco1)C3 (stereo unspecified) | 104 | 4 | 3 | -7 | 104 | 17 | 8 | 1.0 | 1
COc1ccc(N(CC(=O)NCCc2ccc(OC)c(OC)c2)S(=O)(=O)c2c(C)noc2C)cc1 | 103 | 4 | -49 | -3 | 103 | -14 | 54 | 1.4 | 2
CCN(CC)CCCNC(=O)c1c(O)c2c([nH]c1=O)CCCC2 | 74 | -2 | 4 | -7 | 88 | -1 | 9 | 0.4 | -9
CCCCC1S/C(=N/N=C/c2ccco2)NC1=O (stereo unspecified) | 103 | 7 | -11 | -3 | 103 | 20 | 9 | -2.4 | 1
O=C(Cn1cncn1)N/N=C/c1ccccc1Cl | 96 | 5 | -4 | -4 | 100 | -4 | 46 | -0.8 | -1
O=C(Nc1ccccc1Cl)c1ccc(COc2ccc3c(c2)CCC3)cc1 | 103 | 1 | -4 | -16 | 118 | 20 | -4 | 0.4 | 8
CN(C(=O)COc1ccccc1)c1nnc(C23CC4CC(CC(C4)C2)C3)s1 | 78 | -1 | 8 | 18 | 78 | 30 | -18 | -1.3 | 6
O=C(Nc1ccccc1)/C(=C/c1ccc2c(c1)OCO2)NC(=O)c1ccco1 | 101 | 5 | -4 | 2 | 97 | 12 | -9 | -1.0 | -1
CN(CC(=O)Nc1cccc2ccccc12)C(=O)c1cccc(S(=O)(=O)N(C)C)c1 | 102 | 7 | -14 | -9 | 106 | / | 48 | -0.2 | 11
COc1ccc(-c2noc(CNC(=O)c3ccoc3C)n2)cc1 | 101 | -1 | -10 | 1 | 104 | 9 | 2 | 2.1 | 3
CCN1CCN(C(=O)C2(NC(=O)Nc3ccccc3Cl)CCCCC2)CC1 | 100 | 12 | 4 | -6 | 103 | -72 | -13 | -1.4 | 5
CCC(C)NC(=O)c1c(N)n(/N=C/c2cccnc2)c2nc3ccccc3nc12 (stereo unspecified) | 104 | 9 | 1 | -10 | 104 | 2 | 2 | 1.4 | 1

Carrying on:
Compound | MEKK3 PB1 HTS | M18AAP inhibitor | DNA FID counter | GPR7 antagonist | MEKK2 WT-MEK5 | NALP1 inh | PHOSPHO1 inh | OXTR ag | MEKK2 mut-MEK5
O=C1OCCC1Sc1nnc(-c2ccc(O)cc2)o1 (stereo unspecified) | 105 | -6 | 3 | -9 | 105 | -14 | -6 | 2.1 | 5
Cc1cccc(Cc2cnc(NC(=O)CN3C(=O)/C(=C/c4ccccc4)SC3=S)s2)c1 | / | 11 | -7 | -7 | / | 7 | 29 | 0.4 | /
OCC1OC(n2nc3ccccc3n2)C(O)C(O)C1O (stereo unspecified) | 101 | 0 | -8 | -1 | 100 | -16 | -5 | 0.7 | -3
CCCCOc1ccc(OCCNC(=O)c2ccco2)cc1 | 99 | 4 | -27 | -7 | 97 | 4 | 4 | 4.6 | -4
O=C(NCc1cnc2ccccn12)C1CCC(=O)N(Cc2ccccc2F)C1 (stereo unspecified) | 102 | -1 | -7 | -9 | 105 | 1 | 66* | / | 2
COc1ccccc1NC(=O)CSc1c2c(nc3ccccc13)CCC2 | 101 | -12 | -27 | -5 | 92 | 18 | -7 | -1.1 | -1
CCOCCCNC(=O)C(Cc1ccccc1)NS(=O)(=O)c1cccc2nsnc12 (stereo unspecified) | 106 | 0 | -10 | -12 | 104 | 10 | -23 | -0.9 | 0
O=C(/C=C/c1ccc([N+](=O)[O-])s1)N1CCN(c2ccccc2)CC1 | 100 | 6 | -14 | 26* | 99 | -4 | 22 | 0.1 | 0
O=c1[nH]c(CN2CCN(C/C=C/c3ccccc3)CC2)nc2ccccc12 | 105 | 0 | 1 | 11 | 111 | 6 | 14 | 0.3 | 6
CCC1=C2CC[C@H]3C(=O)N(c4ccccc4)C(=O)[C@H]3[C@H]2[C@@]2(C)C(=NCC3CC3)OC(=O)N2C1=O | 115 | / | / | / | 88 | / | 4 | 0.3 | 8
CCN(CC(=O)Nc1ccc(NC(C)=O)cc1)C(=O)Cc1ccc(Cl)c(Cl)c1 | 95 | 6 | -19 | -8 | 98 | -2 | -2 | / | 1
CC(=O)NC1=NN(C(C)=O)C(C)(c2ccc3ccccc3c2)S1 (stereo unspecified) | 100 | -6 | -9 | 6 | 100 | 10 | -9 | -0.6 | -2
CCNCc1cc(OCC)c(OCC(=O)NCCc2ccccc2)cc1Cl | 99 | 0 | 13 | 1 | 102 | 15 | 38 | 1.0 | 2
Cn1c(-c2ccccc2)cc(=O)c2ccccc21 | 101 | 0 | -2 | -2 | 99 | 0 | 18 | -1.2 | 1
CCOc1ccc(/C(C)=N/N2C(=O)C(CC(=O)Nc3ccc(OC)cc3[N+](=O)[O-])SC2=Nc2cccc(C)c2C)cc1 (stereo unspecified) | 102 | -1 | -5 | -11 | 99 | 30 | -5 | -0.7 | -1

Seven of the compounds above, with values under each structure.
Each structure is followed by: MEKK3 PB1 HTS	M18AAP inhibitor	DNA FID counter	GPR7 antagonist	MEKK2 WT-MEK5	NALP1 inh	PHOSPHO1 inh	OXTR ag	MEKK2 mut-MEK5
> O=C(NCc1cnc2ccccn12)C1CCC(=O)N(Cc2ccccc2F)C1 (stereo unspecified)
 : 102	-1	-7	-9	105	1	66*	/	2
> COc1ccccc1NC(=O)CSc1c2c(nc3ccccc13)CCC2
 : 101	-12	-27	-5	92	18	-7	-1.1	-1
> CCOCCCNC(=O)C(Cc1ccccc1)NS(=O)(=O)c1cccc2nsnc12 (stereo unspecified)
 : 106	0	-10	-12	104	10	-23	-0.9	0
> O=C(/C=C/c1ccc([N+](=O)[O-])s1)N1CCN(c2ccccc2)CC1
 : 100	6	-14	26*	99	-4	22	0.1	0
> O=c1[nH]c(CN2CCN(C/C=C/c3ccccc3)CC2)nc2ccccc12
 : 105	0	1	11	111	6	14	0.3	6
> CCC1=C2CC[C@H]3C(=O)N(c4ccccc4)C(=O)[C@H]3[C@H]2[C@@]2(C)C(=NCC3CC3)OC(=O)N2C1=O
 : 115	/	/	/	88	/	4	0.3	8
> CCN(CC(=O)Nc1ccc(NC(C)=O)cc1)C(=O)Cc1ccc(Cl)c(Cl)c1
 : 95	6	-19	-8	98	-2	-2	/	1

Later entries.
smiles	MEKK3 PB1 HTS	M18AAP inhibitor	DNA FID counter	GPR7 antagonist	MEKK2 WT-MEK5	NALP1 inh	PHOSPHO1 inh	OXTR ag	MEKK2 mut-MEK5
COC(=O)Cn1ncc2c(C)n(Cc3ccccc3)c(C)c2c1=O	107	-2	-14	-13	105	13	-14	0.1	12
COc1cccc(-c2nn(C)c3sc(C(=O)NCc4ccc(C)cc4)cc23)c1	110	2	-5	-9	110	-2	13	-0.8	2
C/C(=N/NC(=O)CNC(=O)c1ccco1)c1ccco1	98	0	0	-18	97	10	22	0.3	0
O=[N+]([O-])c1ccccc1N/N=C\c1ccccc1F	91	-2	2	-12	95	13	28	0.0	-18
COc1ccc(CNC(=O)Cn2cnc3c(=O)n(C)c(=O)n(C)c32)cc1	110	-3	0	-5	111	12	45	-0.1	7
CCCOc1ccc(N2C(=O)CC(SCc3nc4ccccc4[nH]3)C2=O)cc1 (stereo unspecified)	96	-1	-9	-12	91	-31	-9	-0.4	-7
CCOc1ccc(-c2nc(CN3CCCC(C(=O)N4CCOCC4)C3)c(C)o2)cc1 (stereo unspecified)	95	-1	4	-3	99	14	9	-0.9	0
CCCOc1ccc(/C=C2/C(=O)ON=C2C)cc1OCC	95	40*	-1	-8	99	14	42	-0.4	-2
CC(=O)n1cc(Nc2ccc([N+](=O)[O-])cc2)c2ccccc21	97	-2	-2	-4	102	8	28	-0.1	-1
C=CCN(c1ccc(F)cc1)S(=O)(=O)c1cc(C(=O)OCC(=O)N(C)C2CCS(=O)(=O)C2)ccc1Cl (stereo unspecified)	81	-10	-31	5	75	/	14	0.8	-28

New compounds follow
smiles	MEKK3 PB1 HTS	M18AAP inhibitor	DNA FID counter	GPR7 antagonist	MEKK2 WT-MEK5	NALP1 inh	PHOSPHO1 inh	OXTR ag	MEKK2 mut-MEK5
Cc1cccc(NC(=O)c2cn(-c3ccccc3)nc2-c2ccccc2)c1	95	-1	-3	-13	101	38	-18	-0.8	-2
CCCOc1ccc(CNC(=O)Cn2c(=O)oc3ccccc32)cc1	102	-5	-10	-8	106	33	14	1.2	7
COc1cccc(C2CC(c3ccc(Br)cc3)=NN2C(=O)c2ccncc2)c1OC (stereo unspecified)	89	3	-20	-3	90	19	2	-1.1	-11
CC1=CC2=NC(=O)/C(=C/c3coc4ccccc4c3=O)C(=N)N2O1	105	-2	-2	4	105	-9	-5	30*	3
O=C(Nc1ccc2nc(-c3ccccc3)oc2c1)c1ccco1	105	-8	4	-11	105	9	-12	-0.1	4
O=C(CSc1nnc(CNc2ccccc2)o1)N1CCCc2ccccc21	/	9	-24	0	/	-7	52	-0.1	/
NC1=NC(=O)/C(=C\c2ccc(O)c([N+](=O)[O-])c2)S1	94	4	6	2	88	-4	37	-1.0	-5
CCOC(=O)CNC(=O)Cn1cnc2c(cnn2-c2ccc(C)cc2)c1=O	105	-7	-2	0	110	-15	/	-1.0	13
COc1ccc(N2C(=O)[C@@H]3[C@H](C2=O)[C@H](C(=O)c2ccc(OC(C)=O)cc2)N2N=CC=C[C@@H]32)cc1	98	4	-2	-1	97	5	2	0.2	0
O=C(CSc1nnc(Cc2ccccc2)o1)N1CCOCC1	99	3	-3	0	99	-6	-6	0.6	3

Next part.
smiles	MEKK3 PB1 HTS	M18AAP inhibitor	DNA FID counter	GPR7 antagonist	MEKK2 WT-MEK5	NALP1 inh	PHOSPHO1 inh	OXTR ag	MEKK2 mut-MEK5
COc1cccc(N2CCN(C(=O)c3oc4ccccc4c3NC(=O)Cc3ccc(OC)c(OC)c3)CC2)c1	99	-2	-52	-6	100	6	28	0.4	-1
CCOC(=O)N1CCN(C(=O)CCc2ccc(S(=O)(=O)NC(C)(C)C)cc2)CC1	102	-7	-32	11	102	14	34	/	-1
Nc1ccc2nc(C(F)(F)F)[nH]c2c1	92	-4	2	8	89	-2	24	1.2	-8
COc1ccc(OCCN(C)CC(=O)Nc2c(C)cccc2C)cc1	101	5	-16	-6	99	11	15	/	2

2 entries from above, field by field:
O=C(/C=C/c1ccc([N+](=O)[O-])s1)N1CCN(c2ccccc2)CC1
  MEKK3 PB1 HTS = 100 | M18AAP inhibitor = 6 | DNA FID counter = -14 | GPR7 antagonist = 26* | MEKK2 WT-MEK5 = 99 | NALP1 inh = -4 | PHOSPHO1 inh = 22 | OXTR ag = 0.1 | MEKK2 mut-MEK5 = 0
O=c1[nH]c(CN2CCN(C/C=C/c3ccccc3)CC2)nc2ccccc12
  MEKK3 PB1 HTS = 105 | M18AAP inhibitor = 0 | DNA FID counter = 1 | GPR7 antagonist = 11 | MEKK2 WT-MEK5 = 111 | NALP1 inh = 6 | PHOSPHO1 inh = 14 | OXTR ag = 0.3 | MEKK2 mut-MEK5 = 6
